# Assay outcomes: PubChem BioAssay, National Center for Advancing Translational Sciences (NCATS)
# GLP1R cytotox – cytotoxicity in counter-screen for GLP-1R inverse agonists | AID 624418 | Potency, µM (highest dose often 38.3 µM), for the others: top-dose activity change, negative = inhibition, hits mostly inhibitors | HEK293 cAMP-luciferase reporter cells, luminescence, 24 h | actives 0.13% (n = 410,000);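 note: loss of luciferase light is scored as toxicity; potency is the fitted concentration of half-maximal effect; % is set by controls: 0 for no effect and ±100 for the full control effect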
#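 Step one: seed cells (200 cells/uL, DMEM with 10% Nu serum, 1% pen-strep). Step two: 12-hour incubation at 37 deg C. Step three: pin 23 nL compound, incubate 24 hr. Step four: add luciferase reagent, read luminescence 12 min later.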
# aSyn rescue – rescues yeast growth from alpha-synuclein toxicity; Yeast expressing alpha-synuclein, growth rescue, BacTiter-Glo, 24 h; Potency, µM (titrated, usually from 46.1 µM), for inactives: at the highest dose growth rescue (activation), actives largely listed as activators; actives 0.14% (n = 370,000); AID 652106; note: potency is the fitted concentration of half-maximal effect; % of control where 0% means no effect; nearly all actives have a fitted effect of over 65% in size
#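 Galactose-induced alpha-syn yeast (OD600=0.02, raffinose-pregrown) + pinned cpd, 24 hr, 30 deg C; growth by BacTiter-Glo luminescence. Growth restoration scores as activation.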
# Akt phos inh – Akt phosphorylation inhibition; Neuro2A IGF-stimulated pAkt S473 HTRF, 20 min; stronger effect = lower value; activity change, % for hits at 50 µM; actives 0.32% (n = 360,000); in the data active = activity change below about -80%; inconclusive = mostly about -51% to -80%; note: % is set by controls: 0 for no effect and ±100 for the full control effect
#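 Neuro2A cells in DMEM with 0.5% FBS, overnight at 37 deg C, given compound at single 50 µM final, then IGF (6 nM final) for 20 min at 37 deg C. Lysed; phospho-Akt Ser473 by HTRF after 24 h, 665/615 ratio.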
# Abeta yeast res – A-beta toxicity reversal in yeast; yeast expressing A-beta42, growth rescue, OD600, 48 h; response scale: 0% DMSO, 100% iron-clioquinol control; Potency, µM (doses to about 46.1 µM), without a hit: at the top dose growth rescue, most hits filed as activators; actives 0.063% (n = 410,000); AID 1347071; note: potency is the fitted concentration of half-maximal effect; nearly all actives have a fitted effect of over 55% in size
#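 Growth rescue measured by 600 nm absorbance after 48 h yeast culture at 30 C with compound. Values normalized between DMSO and an equimolar ferric chloride plus clioquinol control.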
# MmCpn inh – blocks the Methanococcus maripaludis chaperonin Mm-Cpn; actives 0.031% (n = 330,000); purified Mm-Cpn ATPase, ADP Transcreener TR-FRET; Potency, µM (top dose mostly 76.9 µM), inactives show at the top dose activity, negative = inhibition, most hits filed as inhibitors; AID 504842; note: potency is the fitted concentration of half-maximal effect; % is set by controls: 0 for no effect and ±100 for the full control effect; nearly all actives have a fitted effect of over 80% in size
#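 ATP (10 uM final) was added to archaeal chaperonin (25 nM final) after 10 min exposure to test compound at 37°C; after 30 min further incubation, ADP was detected by competitive TR-FRET.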
# PTHR1 agonist – agonists of human PTHR1 parathyroid hormone receptor; actives 0.075% (n = 410,000); HEK293 GP2 PTHR1 cells, GloSensor cAMP luminescence, 1 h; Potency, µM (titrated, usually from 115 µM), for the others: top-dose activation, actives largely listed as activators; Q03431; note: potency is the fitted concentration of half-maximal effect; nearly all actives have a fitted effect of over 55% in size; some results filed as inactive show a strong effect at the top dose; inactives centre near -15; many of its hits are not listed in these tables
# Target sequence (Q03431 whole entry, looked up): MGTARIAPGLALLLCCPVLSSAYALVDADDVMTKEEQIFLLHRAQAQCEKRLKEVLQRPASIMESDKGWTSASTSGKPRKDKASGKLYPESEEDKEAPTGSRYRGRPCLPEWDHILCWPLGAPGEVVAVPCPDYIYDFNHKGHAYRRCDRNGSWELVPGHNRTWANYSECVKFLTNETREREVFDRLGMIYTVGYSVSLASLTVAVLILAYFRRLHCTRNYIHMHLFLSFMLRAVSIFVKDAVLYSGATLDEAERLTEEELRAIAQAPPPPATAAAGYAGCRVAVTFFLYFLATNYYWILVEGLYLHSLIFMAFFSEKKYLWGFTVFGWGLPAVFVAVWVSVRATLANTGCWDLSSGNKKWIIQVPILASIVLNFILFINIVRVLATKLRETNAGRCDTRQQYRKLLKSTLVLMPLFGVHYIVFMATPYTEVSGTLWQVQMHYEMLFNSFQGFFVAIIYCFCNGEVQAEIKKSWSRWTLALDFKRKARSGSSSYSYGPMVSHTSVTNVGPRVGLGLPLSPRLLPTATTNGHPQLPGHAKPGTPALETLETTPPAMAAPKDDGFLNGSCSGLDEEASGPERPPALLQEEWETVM
#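 HEK-293-derived GP2 cells expressing PTHR1 and a GloSensor cAMP reporter, 3,000/well, plated overnight, given luciferin plus IBMX (each 0.5 mM as added) for 1 h at 37 °C, then compound for 1 h at 37 °C. Luminescence was read after 15 min at room temperature.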
# TDP-43 yeast inh – TDP-43 toxicity inhibition in yeast; TDP-43 expressing yeast growth rescue, BacTiter-Glo, 24 h; Potency, µM (highest dose often 46.1 µM), inactives show at the top dose growth rescue (activation), most hits filed as activators; actives 1.8% (n = 410,000); AID 652104; note: potency is the fitted concentration of half-maximal effect; % of control where 0% means no effect; nearly all actives have a fitted effect of over 50% in size
#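 Growth rescue of TDP-43-toxic yeast measured as ATP luminescence (BacTiter-Glo). Cells grown to mid-log in raffinose, induced in galactose at OD600=0.02, exposed to compound 24 hr at 30 deg C.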
# FUS suppressor – rescues growth of FUS-expressing yeast. S. cerevisiae FUS-expressing, growth rescue, OD600, 24 h. Potency, µM (top dose mostly 76.6 µM), for inactives: at the highest dose growth rescue (activation), actives largely listed as activators. actives 0.24% (n = 390,000). AID 1347120;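 note: potency is the fitted concentration of half-maximal effect; plate controls were DMSO vehicle for no effect and reference control for full effect; nearly all actives have a fitted effect of over 55% in size; some results filed as inactive show a strong effect at the top dose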
#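 Yeast expressing FUS under galactose induction, OD 0.005 in 2% galactose medium; compounds in a dilution series, 24 h at 30C. Growth rescue by absorbance at 600 nm; CP55940 positive control, DMSO negative.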
# GLP1R inv ag – GLP-1 receptor (human) inverse agonism; Potency, µM (highest dose often 38.3 µM), without a hit: top-dose activity change, negative = inhibition, usual class: inhibitors; HEK293 GLP-1R CRE-luciferase, luminescence, 24 h; GLP-1R form is constitutively active; AID 624417; P43220; actives 1.6% (n = 410,000); note: potency is the fitted concentration of half-maximal effect; % is set by controls: 0 for no effect and ±100 for the full control effect; nearly all actives have a fitted effect of over 55% in size
# Target sequence (P43220 whole entry, looked up): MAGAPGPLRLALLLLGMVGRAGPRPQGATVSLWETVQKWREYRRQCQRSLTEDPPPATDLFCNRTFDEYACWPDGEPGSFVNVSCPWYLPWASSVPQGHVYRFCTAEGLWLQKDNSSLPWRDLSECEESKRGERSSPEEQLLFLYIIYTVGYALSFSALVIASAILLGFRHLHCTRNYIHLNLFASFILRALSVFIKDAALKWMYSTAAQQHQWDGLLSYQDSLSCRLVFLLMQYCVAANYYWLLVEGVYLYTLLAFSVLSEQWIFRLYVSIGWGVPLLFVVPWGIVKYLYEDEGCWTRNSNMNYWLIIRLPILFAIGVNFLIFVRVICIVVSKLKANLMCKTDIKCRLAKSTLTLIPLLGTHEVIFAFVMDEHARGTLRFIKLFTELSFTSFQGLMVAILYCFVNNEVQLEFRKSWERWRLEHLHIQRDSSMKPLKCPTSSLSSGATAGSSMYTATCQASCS
#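 Luminescence readout: a drop in cAMP-driven luciferase signal flags inverse agonism at a constitutively active GLP-1R stably expressed in HEK293. Compound exposure lasted 24 hr at 37 deg C, 5% CO2.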
# Starred values were filed as active, the others as inactive; i = inactive; ? = inconclusive; . = no result given; [ ] = another dose, or the depositor's remark. Unless noted, calls come from the whole dose curve; as a rule, active = well fitted curve in the direction sought with a large enough effect; inconclusive = small, poorly fitted or top-dose-only effect, or another doubt; inactive = no such curve, though single readings can be large; an effect the other way counts as inactive or inconclusive. This is a subset, so the mix of outcomes need not match the whole.
SMILES,GLP1R cytotox,aSyn rescue,Akt phos inh,Abeta yeast res,MmCpn inh,PTHR1 agonist,TDP-43 yeast inh,FUS suppressor,GLP1R inv ag
CC(C)C(O)C1CCN(Cc2nc(-c3cccs3)no2)CC1 (configuration not stated),4%,-1%,i,-15%,-9%,-6%,-14%,8%,-6%
O=C(C1=C(O)C(=O)N(CCN2CCOCC2)C1c1ccco1)c1cc2ccccc2o1 (configuration not stated),4%,3%,i,20%,-3%,i,7%,14%,1%
CCOc1ncccc1C(=O)NCCc1c[nH]c2ccccc12,3%,0%,i,-4%,1%,i,7%,2%,?
O=C(Cc1ccc(O)cc1)NCCNC(=S)NCc1ccccc1,8%,-4%,i,-11%,0%,-3%,-5%,11%,18%
COc1cccc(CNc2nc3cc(-c4ccc(C(=O)N5CCN(C)CC5)cc4)sc3c(=O)n2C)c1,?,-3%,i,-19%,.,-50%[inhibitor],-12%,13%,23%
Cc1cnccc1CN(C)C(=O)C1CCC(=O)N(Cc2ccccc2F)C1 (configuration not stated),-34%,-1%,.,5%,0%,i,11%,-10%,18%
COc1ccc(-c2nc3cc(C)ccn3c2NCc2ccc3c(c2)OCO3)cc1,?,-10%,i,2%,-5%,-48%[inhibitor],11%,-13%,?
COc1cc(C(C(=O)NC(C)(C)C)N(C(=O)CNC(=O)c2cccs2)c2ccccc2)cc(OC)c1OC (configuration not stated),-13%,1%,i,0%,0%,i,-8%,-11%,4%
CS(=O)(=O)N(CC(=O)N1CCOCC1)c1ccc2c3c(cccc13)CC2,-3%,21%,i,27%,-1%,i,9%,21%,10%
O=S(=O)(Nc1ccc(-n2cnnn2)cc1)c1ccc(F)c(F)c1F,3%,-6%,i,-8%,-3%,-5%,-7%,-31%,1%
c1ccc(-c2noc(-c3cccs3)n2)nc1,-6%,-27%,i,-23%,-1%,-18%[57.5 µM],-10%,-20%,?
Cn1cccc1/C=N/n1c(-c2ccc(Cl)cc2)n[nH]c1=S,-32%,0%,i,13%,1%,i,20%,-12%,3%
COc1cc(CNc2ccc3[nH]c(=O)[nH]c3c2)ccc1OCc1ccc(F)cc1,-16%,1%,i,12%,-1%,-39%[inhibitor],21%,-3%,20%
c1ccc(CNc2cccnc2)cc1,2%,-2%,i,-12%,.,i,10%,-10%,-1%
N=C1/C(=C/c2ccc(Br)o2)C(=O)N=C2SC(CC(=O)N3CCCC3)=NN12,-6%,2%,i,6%,-3%,-34%,-1%,13%,-17%
COc1ccc(OC)c(CN2CCN(Cc3ccc(OC)c(OC)c3OC)CC2)c1,-7%,-11%,i,2%,.,-2%,0%,-23%,?
Cc1nnsc1C(=O)N1CCN(c2cc(C(F)(F)F)ccn2)CC1,0%,-2%,i,5%,-5%,i,2%,8%,7%
Cc1cc(C)n(-c2ccc(C(C)C)cc2)c(=O)c1C#N,11%,-7%,i,4%,-6%,-8%,0%,-6%,7%
CCOC(=O)C1(Cc2cccc(OC)c2)CCN(C(C)CC(C)(C)O)CC1 (configuration not stated),-5%,-1%,i,9%,0%,0%,-18%[0.397 µM],-2%,-2%
Cc1cc(Cl)ccc1OCC(=O)Nc1ccncc1,0%,0%,i,5%,0%,-88%[inhibitor],-11%,-9%,9%
O=C(COc1ccc(Br)cc1Br)NC1CCS(=O)(=O)C1 (configuration not stated),1%,-4%,i,-1%,-1%,-36%[inhibitor],1%,-6%,-17%
COc1ccc(CNC(=O)C(=O)NCCC2CCCCN2S(=O)(=O)c2ccccc2)cc1 (configuration not stated),-1%,0%,i,2%,-1%,i,-13%,39%,-25%
CCCc1cc(=O)oc2c(CNc3ccc(OCC)cc3)c(O)ccc12,3%,-59%[inhibitor],i,-84%[inhibitor],-6%,i,?,-17%,-25%
Cc1cccc(Cc2cccc(C)c2O)c1O,-3%,-2%,i,?,.,i,?,8%,?
CCCCn1c(N)c(N(Cc2ccccc2OC)C(=O)C(C)C)c(=O)[nH]c1=O,3%,0%,i,4%,0%,-13%,-1%,7%,13%
COc1ccccc1NC(=O)COC(=O)Cn1c(C)csc1=O,-16%,-3%,i,-10%,.,-19%,2%,-6%,-4%
COc1ccc(-c2nn(-c3ccccc3)cc2C(=O)N(C)C)cc1,1%,-2%,i,3%,-13%,-11%,-7%,-24%,13%
CCn1c(SCC(=O)Nc2ccccc2)nc2c([nH]c3ccccc32)c1=O,-7%,-5%,.,0%,.,-18%,22%,-20%,12%
COc1ccc(Nc2cc(C(=O)NCc3ccccc3)c3ccccc3n2)cc1OC,2%,.,.,-4%,.,i,?,-11%,-7%
C=CC[C@H](CC(=O)NCCO)C(=O)N[C@H](COC(=O)[C@@H](CC=C)CC(=O)OC(C)(C)C)Cc1ccccc1,-17%,-3%,i,-9%,3%,-25%,7%,?,-1%
O=C1CC[C@H](OCc2ccccc2)CCN1[C@H](CSc1ccccc1)Cc1ccccc1,1%,15%,i,8%,3%,-10%,?,?,-16%
CCOC(=O)C1CCN(C(=O)CCCN2C(=O)c3ccccc3C2=O)CC1,-3%,4%,i,4%,1%,i,15%,-2%,10%
COc1ccc(S(=O)(=O)N2CCCCC2)cc1NC(=O)CCOc1cc(C)ccc1C,2%,3%,i,2%,4%,i,23%,-9%,-14%
CC1(C)Cc2nc(Cl)c(C(=O)O)cc2CO1,-1%,-3%,i,-3%,0%,-16%,-16%,18%,3%
CC1(C(=O)NCc2ccccc2)CSCC(=O)N1CCc1c[nH]c2ccccc12 (configuration not stated),-11%,2%,i,-24%,.,i,10%,10%,-9%
CN1CCN(C(=O)/C(=C/c2ccccc2F)NC(=O)c2ccccc2)CC1,0%,0%,i,7%,1%,16%,-19%,-6%,-3%
CCOC(=O)c1c(C(=O)OCC)c(C)n(CCc2ccccc2)c1C,0%,-20%,i,-20%,-4%,-15%,0%,31%,?
CC(C)CCNc1c(-c2cccs2)nc2ccccn12,29%,-16%,i,19%,2%,i,18%,6%,?
COc1cccc(-n2cc(C(=O)Oc3cccc(C(F)(F)F)c3)c3ccccc3c2=O)c1,15%,.,.,-2%,.,-6%,16%,0%,-7%
C=CCOc1ccc(-c2nc3c(c(=O)[nH]c(=O)n3Cc3ccccc3)n2CCCOC)cc1,-22%,2%,i,-6%,-1%,i,26%,3%,-10%
Cc1ccc2c(c1)/C(=N/N1C(=O)c3ccccc3C1=O)C(=O)N2,-8%,10%,i,16%,1%,-34%[inhibitor],16%,.,2%
CC1(C(=O)OCC(=O)NCCNC(=O)COC(=O)C2(C)CC2(Cl)Cl)CC1(Cl)Cl (configuration not stated),13%,-5%,i,7%,0%,-20%,8%,.,-23%
Cc1cc(C)c(NC(=O)CNC(=O)COC(=O)C2CCN(c3ccc(C(F)(F)F)cn3)CC2)c(C)c1,-4%,-1%,i,10%,0%,i,15%,45%,2%
COc1ccc(-c2c(S(=O)(=O)c3ccccc3)cnn2-c2ccccc2)cc1,-25%,-25%,i,-14%,3%,i,17%,31%,?
N#C/C(=C\c1ccc(-c2ccc(F)cc2)o1)C(=O)Nc1nc(-c2cccs2)cs1,?,-4%,i,-17%,1%,-32%[inhibitor],2%,5%,-24%
COC(=O)c1ccc(Cl)c(NC(=O)CSc2ncn[nH]2)c1,3%,-9%,i,-14%,1%,i,-13%,8%,4%
CSc1ncccc1C(=O)Nc1cccc(C)n1,-11%,-1%,i,5%,-4%,17%,12%,21%,8%
COc1ccccc1C(=O)Nc1onc(C)c1C#N,-3%,4%,i,-4%,0%,i,8%,-9%,16%

# One compound at a time (already shown). Screens in order: GLP1R cytotox | aSyn rescue | Akt phos inh | Abeta yeast res | MmCpn inh | PTHR1 agonist | TDP-43 yeast inh | FUS suppressor | GLP1R inv ag
# `CCOC(=O)C1CCN(C(=O)CCCN2C(=O)c3ccccc3C2=O)CC1` reads -3% | 4% | i | 4% | 1% | i | 15% | -2% | 10%
# `CCOC(=O)c1c(C(=O)OCC)c(C)n(CCc2ccccc2)c1C` reads 0% | -20% | i | -20% | -4% | -15% | 0% | 31% | ?

# An excerpt from above in order of their number in MmCpn inh, ascending.
Compound	MmCpn inh
C=CCOc1ccc(-c2nc3c(c(=O)[nH]c(=O)n3Cc3ccccc3)n2CCCOC)cc1	-1%
Cc1ccc2c(c1)/C(=N/N1C(=O)c3ccccc3C1=O)C(=O)N2	1%
CC(C)CCNc1c(-c2cccs2)nc2ccccn12	2%

# More structures:
SMILES,GLP1R cytotox,aSyn rescue,Akt phos inh,Abeta yeast res,MmCpn inh,PTHR1 agonist,TDP-43 yeast inh,FUS suppressor,GLP1R inv ag
CC(C)c1cccc(C(C)C)c1NC(=O)CCN1C(=O)NC2(CCCC2)C1=O,9%,0%,i,-3%,-5%,i,3%,.,21%
O=C(NC1CC1)c1sc2cc(F)ccc2c1Cl,15%,3%,i,-26%,-3%,i,?,-28%,28%
COc1ccc(OCC(=O)N2CCN(C(=O)COc3ccccc3)CC2)cc1,-8%,-8%,i,1%,0%,-2%[57.5 µM],1%,10%,-8%
Cc1oc2c(c1C(=O)NC(Cc1c[nH]c3ccccc13)C(=O)O)CCCC2 (configuration not stated),5%,10%,i,7%,-1%,-2%,6%,16%,-16%
Cc1ccc(-c2cc(C(=O)Nc3ccc(S(=O)(=O)Nc4ncccn4)cc3)c3ccccc3n2)cc1,-2%,-6%,i,-3%,1%,-28%,12%,18%,17%
COc1ccc(NC(=O)c2cc3c(=O)n(Cc4cccs4)ccc3nc2C)cc1,-10%,.,.,-16%,.,-7%,1%,41%,?
